# Screens deposited in PubChem by The Scripps Research Institute Molecular Screening Center.
# M1 antag: human M1 muscarinic receptor antagonists, primary screen, CHO-K1 cells, Fluo-8 calcium fluorescence, 1536-well | CHO-K1 hM1, ACh EC80 antagonist | inhibition, % at 3 µM | actives 1.3% (n = 360,000) | AID 588852, 2011;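 active = percent inhibition above its own plate's cutoff, namely the mean of that plate's compound wells plus 3 SD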;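 note: peak over basal fluorescence ratio during 140 s after agonist addition; 0% = ACh EC80 plus DMSO and 100% = DMSO alone without agonist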
# Target sequence (P11229 whole entry, looked up): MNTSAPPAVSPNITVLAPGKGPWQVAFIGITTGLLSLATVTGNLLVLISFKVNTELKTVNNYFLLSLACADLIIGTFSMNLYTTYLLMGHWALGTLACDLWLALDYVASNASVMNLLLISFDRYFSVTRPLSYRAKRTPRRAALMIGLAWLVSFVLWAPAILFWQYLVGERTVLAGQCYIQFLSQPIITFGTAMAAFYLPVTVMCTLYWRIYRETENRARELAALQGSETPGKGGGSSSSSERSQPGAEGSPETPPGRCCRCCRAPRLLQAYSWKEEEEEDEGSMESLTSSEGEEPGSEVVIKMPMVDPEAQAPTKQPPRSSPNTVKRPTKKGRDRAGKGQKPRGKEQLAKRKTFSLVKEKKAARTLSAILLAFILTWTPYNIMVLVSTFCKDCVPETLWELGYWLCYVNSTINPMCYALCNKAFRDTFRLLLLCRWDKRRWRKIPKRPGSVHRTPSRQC
# OXTR potentiate: human OXTR potentiators, primary screen, fluorescence, CHO-OTR cells, Fluo-8 calcium. Oxytocin receptor (Homo sapiens), P30559. Fluo-8 calcium fluorescence, potentiator mode; 0% = oxytocin EC15, 100% = EC100. activation, % at 3 µM. actives 0.061% (n = 320,000);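 active = activation above that plate's cutoff, the mean activation of tested compounds plus 3 SD, cut at about 6.6% in these data, passing the limit was not always enough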;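 note: 100% uses oxytocin at 75 nM as the full agonist control; some results filed as inactive read as strong as hits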
#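 Assay system: CHO cell line stably expressing human OTR | Also added: Oxytocin at about EC15, sub-maximal agonist stimulus | Times: Compound 6 min at room temperature before oxytocin, 100 s read | Measured by: Fluo-8 intracellular calcium fluorescence, ex 470-495, em 515-575 nm | Controls: EC15 oxytocin alone as 0%, 75 nM oxytocin as 100%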
# V1aR counter: agonists of human V1a receptor, primary screen, counter-screen for OXTR agonist project, fluorescence, CHO-V1R cells; activation, % at 3 µM; Fluo-8 calcium fluorescence, agonist mode; 0% DMSO, 100% 3 nM vasopressin; actives 0.25% (n = 320,000); AID 2797, 2010;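 active = activation above the mean activation of all tested compounds plus 3 SD, per screening run, cut at about 20% in these data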;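 note: signal is peak over basal fluorescence ratio across a 100 second FLIPR read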
# Target sequence (P37288 whole entry, looked up): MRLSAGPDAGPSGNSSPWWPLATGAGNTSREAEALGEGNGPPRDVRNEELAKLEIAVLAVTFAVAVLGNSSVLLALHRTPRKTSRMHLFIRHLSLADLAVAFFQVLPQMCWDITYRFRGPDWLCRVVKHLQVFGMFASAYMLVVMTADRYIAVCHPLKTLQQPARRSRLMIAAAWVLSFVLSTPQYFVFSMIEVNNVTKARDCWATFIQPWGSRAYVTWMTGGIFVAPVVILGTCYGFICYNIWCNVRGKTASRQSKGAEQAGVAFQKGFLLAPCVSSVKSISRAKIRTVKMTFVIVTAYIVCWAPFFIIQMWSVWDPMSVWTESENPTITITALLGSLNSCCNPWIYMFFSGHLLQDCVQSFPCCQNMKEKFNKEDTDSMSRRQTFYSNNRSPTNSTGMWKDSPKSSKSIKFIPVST
# M1 ag: human M1 muscarinic receptor agonists, primary screen, Fluo-8 calcium fluorescence, CHO-K1 cells, HTS. CHO-K1 hM1, agonist mode; 0% DMSO, 100% acetylcholine EC100. actives 0.33% (n = 360,000). Muscarinic acetylcholine receptor M1 (Homo sapiens), P11229. activation, % at 3 µM;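 active = activation above the run's mean compound activation plus 3 SD, cut at about 16% in these data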;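 note: peak over basal fluorescence ratio within a 140 s kinetic read after compound addition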
# TAAR1 antag: human TAAR1 antagonists, primary screen, Fluo-8 calcium fluorescence, CHO RD-HGA16 cells | antagonist | inhibition, % at 3 µM | actives 1.5% (n = 360,000) | AID 624466, 2012;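 active = inhibition above a per-plate cutoff, the mean inhibition of test compounds on that plate plus 3 SD, cut at about 49% in these data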;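 note: 0% = DMSO plus EC80 beta-PEA response and 100% = DMSO alone without agonist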
#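 Test system: RD-HGA16 CHO cells with stable hTAAR1 and Gα16 / Probe or stimulus: EC80 β-phenethylamine stimulus / Times: seeding 17-24 h prior, 75-min 37 °C, 30-min RT dye loading / Detection: Fluo-8 calcium-sensitive fluorescence / Read-out basis: % inhibition scaled between DMSO and EC80 PEA controls / Repeats: singlicate, one well per test compound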
# CHO parental Ca: ATP-evoked calcium signal inhibitors, parental CHO, primary screen, counter-screen for OX1R antagonist project, cell-based, fluorescence, Fluo-8 calcium dye | parental CHO-K1, ATP-induced calcium, Fluo-8 fluorescence | inhibition, % at 5.6 µM | actives 0.63% (n = 330,000);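 active = inhibition above that plate's mean sample inhibition plus 3 SD, cut at about 26% in these data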;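 note: 0% = ATP-challenged DMSO wells and 100% = DMSO wells without ATP; some compounds past the cut are filed as inactive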
#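 Material – parental CHO cells · Reagent – ATP stimulus · Compound – single nominal dose of 5.6 µM per compound · Detection – Fluo-8 fluorescence · Read-out basis – percent inhibition of calcium signal · Controls – ATP-challenged DMSO wells low, unchallenged DMSO wells high · Repeats – no replicates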
# TAAR1 ag: human TAAR1 agonists, primary screen, Fluo-8 calcium fluorescence, CHO RD-HGA16 cells; Trace amine-associated receptor 1 (Homo sapiens), Q96RJ0; vehicle wells 0%, saturating PEA agonist 100%; activation, % at 3 µM; actives 0.99% (n = 360,000); AID 624467, 2012;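 active = activation above the mean activation of all test compounds in the run plus 3 SD, cut at about 38% in these data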
#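 Signal – calcium-sensitive Fluo-8 signal, excitation 470-495, emission 515-575 nm · System – RD-HGA16 (CHO) cells co-expressing Gα16 and hTAAR1 · Incubation – 17-24 h seeding, 75 min 37 °C dye, 30 min RT · Compound dosing – 3 µM single concentration · Repeats – no replicates (n 1)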
# CHRM1 PAM: human M1 muscarinic receptor positive allosteric modulators, primary screen, CHO-K1 cells, Fluo-8 calcium fluorescence, 1536-well; Muscarinic acetylcholine receptor M1 (Homo sapiens), P11229; CHO-K1 hM1, ACh EC20; 0% = ACh EC20, 100% = maximal ACh; activation, % at 3 µM; actives 0.088% (n = 360,000); AID 588819, 2011; in the data active = activation above about 19%, passing the limit was not always enough
# OXTR agonist: human OXTR agonists, primary screen, fluorescence, CHO-OTR cells, Fluo-8 calcium. activation, % at 3 µM. Fluo-8 calcium fluorescence; normalized: DMSO 0%, oxytocin 100%. Oxytocin receptor (Homo sapiens), P30559. actives 0.32% (n = 320,000);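 active = activation above the mean of all tested compounds plus 3 SD, cutoff set per screening run, cut at about 20% in these data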;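 note: peak over basal fluorescence ratio from a 100 s FLIPR kinetic read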
# Active calls of the source: *; x = no result given.
# Sample of the layout, two compounds:
SMILES,M1 antag,OXTR potentiate,V1aR counter,M1 ag,TAAR1 antag,CHO parental Ca,TAAR1 ag,CHRM1 PAM,OXTR agonist
O=C(NCc1ccccc1)N(Cc1nc2ccccc2c(=O)[nH]1)C1CCCC1,7,2,-0.1,-3,20,-17,7,-1,-0.7
CC1CCCCN1S(=O)(=O)c1ccc(N(C(=O)c2cnccn2)C(C(=O)NC2CCCCC2)c2cccs2)cc1 (configuration not stated),0,-4,-0.6,-4,-21,-17,1,2,-1.5

# Main list, from the start:
SMILES,M1 antag,OXTR potentiate,V1aR counter,M1 ag,TAAR1 antag,CHO parental Ca,TAAR1 ag,CHRM1 PAM,OXTR agonist
O=C(NCc1ccccc1)N(Cc1nc2ccccc2c(=O)[nH]1)C1CCCC1,7,2,-0.1,-3,20,-17,7,-1,-0.7
CC1CCCCN1S(=O)(=O)c1ccc(N(C(=O)c2cnccn2)C(C(=O)NC2CCCCC2)c2cccs2)cc1 (configuration not stated),0,-4,-0.6,-4,-21,-17,1,2,-1.5
CCc1nnc(NC(=O)CSc2nnc(-c3ccc(OC)cc3)n2C)s1,-5,5,-0.1,-4,4,-11,7,3,-2.2
CCCN(Cc1cc2cc(C)ccc2[nH]c1=O)S(C)(=O)=O,4,-2,0.5,-4,-4,-13,0,3,0.1
Cc1ccc(NC(=O)CSc2nnc(CNC(=O)C34CC5CC(CC(C5)C3)C4)n2-c2ccc(F)cc2)cc1,-9,-5,-0.1,0,-11,-23,7,7,-1.1
O=C(CCN1CCOCC1)NNC(=O)c1ccc(Cl)c([N+](=O)[O-])c1,-18,-1,1.5,0,-6,-5,4,14,-0.2
Cc1ccc(Cc2nnc(SCC(=O)Nc3ccccc3)n(N)c2=O)cc1,-1,4,-0.5,-2,-17,-33,-2,3,-1.5
C=CC[C@H](CC(=O)N[C@H](CO)Cc1ccccc1)C(=O)N[C@@H](COC(=O)[C@@H](CC=C)CC(=O)OC(C)(C)C)Cc1c[nH]c2ccccc12,6,-8,0.5,-2,63*,-11,23,-3,0.1
CCO[C@H]1OC(C(=O)N2CCN(C)CC2)=C[C@@H](C(C)(C)C)[C@@H]1CCCO,-11,-6,0.5,-4,-7,-18,20,11,-0.4
COc1ccccc1NS(=O)(=O)c1cc(NC(=O)c2ccc(Cl)nc2)ccc1N1CCCC1,11,-3,0.3,-6,x,-3,x,-8,0.1
C#CCN(CC=C)C(=O)C1CCC(=O)N(CCCc2ccccc2)C1 (configuration not stated),-11,-4,1.7,-5,-5,-8,2,6,0.6
C#CCN1C(=O)C2C(C(=O)NC)C3C=CC2(O3)C1C(=O)NCc1ccc(OC)cc1 (configuration not stated),-14,-15,1.1,-2,1,-8,2,4,-0.2
COc1ccc2ccccc2c1/C=N/NC(=O)c1cccc([N+](=O)[O-])c1,-5,-1,-0.2,-5,9,-12,7,5,1.0
COCCN1C[C@@H](CO)O[C@@H](n2cnc3c(N(C)C)ncnc32)C1,-12,x,x,1,3,x,1,14,x
CCCc1c(C(=O)Nc2cc(C(C)(C)C)on2)cnn1-c1ccccc1,-7,6,3.5,1,-53,-9,1,2,-0.2
CCOc1ccccc1NC(=O)CC1Nc2cc(C)c(C)cc2NC1=O (configuration not stated),-14,-9,-0.2,-2,6,-24,6,8,-2.4
Clc1cc(Br)ccc1OCCOCCN1CCOCC1,0,-11,1.6,-5,-26,-5,3,-4,-0.1
CC(=O)NNc1ncnc2c1cnn2-c1ccc(C)cc1,-2,3,0.9,-4,-18,10,1,-4,0.7
CCOCCCNC(=O)C1CCC(CNS(=O)(=O)c2ccc(Cl)cc2)CC1 (configuration not stated),-23,-5,0.5,1,-8,-11,19,1,0.9
CCOC(=O)Nc1nnc(-c2ccc(OC)c(OC)c2)s1,-34,-5,1.5,1,-5,11,4,8,1.4

# Single values from the results shown:
# `CC1CCCCN1S(=O)(=O)c1ccc(N(C(=O)c2cnccn2)C(C(=O)NC2CCCCC2)c2cccs2)cc1` (configuration not stated) @ TAAR1 ag: 1
# `C=CC[C@H](CC(=O)N[C@H](CO)Cc1ccccc1)C(=O)N[C@@H](COC(=O)[C@@H](CC=C)CC(=O)OC(C)(C)C)Cc1c[nH]c2ccccc12` @ M1 antag: 6

# (next part)
SMILES,M1 antag,OXTR potentiate,V1aR counter,M1 ag,TAAR1 antag,CHO parental Ca,TAAR1 ag,CHRM1 PAM,OXTR agonist
Cc1n[nH]c(=O)c2c(NC(=O)CSc3nncs3)oc(C)c12,0,-5,-0.1,-2,-20,-3,2,-3,1.7
CCC(Cc1ccccc1)NC(=O)C1CCN(S(=O)(=O)c2ccc3c(c2)CC(C)N3C(C)=O)CC1 (configuration not stated),-12,3,0.4,-6,-20,-4,2,7,-1.1
Cc1nn(C)c(C)c1S(=O)(=O)N1CCC(C(=O)NC(C)c2ccccc2)CC1 (configuration not stated),-6,0,0.7,-4,-11,-7,-1,7,-0.5
Cc1ccnc(NC(=S)NC(=O)/C=C/c2ccccc2)c1,-11,6,-0.1,-6,-6,-17,11,8,-0.8
O=c1cc(Nc2ccc3c(c2)OCCO3)[nH]c(=O)n1-c1ccc(Br)cc1,-4,2,-0.3,0,-5,-2,26,0,0.5
O=C(Nn1c(COc2ccccc2)nc2ccccc2c1=O)C(Cl)(Cl)Cl,-13,x,x,0,-2,x,2,10,x
COc1cc(S(=O)(=O)N2CCN(c3ccccc3F)CC2)c(OC)cc1Cl,-9,-16,-0.8,-4,16,-4,-1,5,-1.3
CCOc1cc(C)c(S(=O)(=O)NCc2ccccn2)cc1C,-4,3,1.5,-1,0,-4,1,4,-0.3
O=c1cc(CNc2cc(C(F)(F)F)cc(C(F)(F)F)c2)nc2sccn12,2,-11,-0.2,-3,12,0,7,2,-2.6
CCSc1nnc(-c2cc(Br)ccc2N=Cc2c(C)[nH]n(-c3ccccc3)c2=O)c(=O)[nH]1,-4,6,-0.3,-5,-18,-11,-1,7,-1.4
Cc1ccc(-c2noc(CCC(=O)NC3CC3)n2)cc1,-12,-6,1.8,-1,-7,-1,4,6,2.4
O=C(Cn1ncc2c(=O)oc3ccccc3c21)NCCN1CCN(c2ccccc2F)CC1,-7,-1,0.0,-2,2,-4,1,3,0.0
CCOc1ccc(N2CC(C(=O)Nc3nnc(Cc4ccc(OC)cc4)s3)CC2=O)cc1 (configuration not stated),4,-7,-0.3,-3,0,-19,-1,3,3.3
CCN1CCN(C(=O)COCc2cc(-c3ccc4c(c3)OCO4)on2)CC1,-14,-9,1.1,-4,-9,0,0,8,-0.2
c1ccc2c(c1)nnn2-c1ncnc2sccc12,0,-26,-0.5,-1,-22,-15,-1,4,-2.8
CCOc1ccc(NC(=O)Nc2ccc3c(c2)nnn3C)cc1,1,2,0.6,-4,-2,-15,6,1,-0.2
c1coc(CNCCCN2CCOCC2)c1,-7,0,1.0,-8,6,0,4,3,1.2
COCCn1nnnc1C(c1ccccc1)N1CCN(Cc2ccc3c(c2)OCO3)CC1 (configuration not stated),3,-6,-0.1,-6,-10,-7,14,-7,0.5
CN(C(=O)c1ccc(-c2nn(C)c(=O)c3ccccc23)cc1)c1ccccc1,-4,-7,4.7,-3,17,-11,11,5,4.1
COc1ccc(C(=O)N/N=C(\CCC(=O)O)c2ccc(C(C)(C)C)cc2)cc1OC,-11,-8,0.7,-8,-14,10,4,20,0.4
COc1cccc(-c2noc(CCC(=O)NC3CCCC3)n2)c1,-3,x,x,2,-15,x,0,1,x
COc1ccc(OC)c(-n2cnnn2)c1,-1,-2,1.2,-3,-4,-5,6,12,0.4
COc1ccc(NC(=O)C2(C)Cc3c(-c4ccc(N(C)C)cc4)ccnc3O2)cc1OC (configuration not stated),-5,x,x,3,-45,x,1,19,x
O=C(NCc1ccccc1)C1CCCN(S(=O)(=O)c2ccc(-n3cnnn3)cc2)C1 (configuration not stated),7,-4,2.2,-2,5,-14,-3,-4,2.4
C#CCOCCOCCOCCNc1nc(N2CCN(C(=O)[C@H]([C@@H](C)CC)n3cc([C@@H](N)CO)nn3)CC2)nc(N2CCN(C(=O)[C@H](CCCCN)n3cc([C@@H](N)CC(C)C)nn3)CC2)n1,x,0,0.4,x,3,-2,7,x,0.9
CCCCN(CCCC)CCCN1CC(=O)N2[C@@H](Cc3c([nH]c4ccccc34)C2(C)C)C1=O,20,-7,2.9,-9,-4,-19,4,-20,-0.3
CCOC(=O)C1C(=O)CC(=O)CC1CC(C)SCC (configuration not stated),-4,-6,-0.2,-2,-11,-21,6,1,2.2
O=C(Nc1ccccc1N1CCCCC1)C1=COCCO1,-12,-3,-1.1,-8,-17,-17,1,4,-2.2
Cc1cc(NC(=O)CCC(=O)N(c2cccc(F)c2)C(C(=O)NC2CCCC2)c2ccccc2)no1 (configuration not stated),-15,-8,-0.6,-6,-13,-15,-2,15,-1.0
Cc1ccc(NCC(=O)N/N=C/c2ccc(C(=O)O)cc2)cc1,-11,-2,0.8,-3,-22,-7,8,4,0.5
CCc1ccc(N(C(=O)c2csnn2)C(C(=O)NC2CCCCC2)c2cccnc2)cc1 (configuration not stated),-6,-7,0.1,1,-7,-4,2,4,1.2
O=C(CCCOc1ccc(Cl)cc1)NCC1CCCO1 (configuration not stated),-27,-12,0.7,0,15,-15,8,13,0.1
CCCCSc1cc(=O)[nH]c(N)n1,-15,0,0.4,3,-24,-3,6,14,-0.6
C[C@H]1CN([C@@H](C)CO)C(=O)CCCn2nncc2CO[C@@H]1CN(C)C(=O)c1ccc2ccn(C)c2c1,7,x,x,-4,-20,x,2,-2,x
CC(C)c1ccc(NC(=O)C2CCCN(S(=O)(=O)c3ccc4c(c3)C(C)(C)C(=O)N4C)C2)cc1 (configuration not stated),-7,-5,0.5,-4,-24,-14,4,4,0.1
Cc1nc2ccc(NC(=S)N3CCC(C)CC3)cc2nc1C,-10,0,-0.3,-14,-8,-11,9,0,-0.4
O=C1CC(N(C(=O)c2ccco2)c2cccc(Cl)c2)C(=O)N1c1cccc(Cl)c1 (configuration not stated),-1,-8,-1.0,-6,12,-16,9,-1,0.1
